Bioassay records as filed in PubChem BioAssay.
CRFBP-R2 agonist: CRF-BP/CRF-R2 complex agonism | HEK293 CRF-R2/CRF-BP, calcium dye fluorescence (FLIPR); percent of saturating CRF peptide response | activation, % at 13.2 µM | 350,000 tested, 0.46% active | AID 588473;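 active means activation of at least 50%, plus an integration ratio under a set limit after plate pattern correction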;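 further: plate controls were neutral control wells without compound for no effect and CRF at EC100 for full effect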
CRFBP-R2 block: CRF-BP/CRF-R2 complex antagonism; HEK293 CRF-R2/CRF-BP, CRF-induced calcium fluorescence; 350,000 tested, 0.59% active; inhibition, % at 11.8 µM;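 active means inhibition of the ligand-induced calcium signal above about 50% at the single tested concentration, limit read from the data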
GalR3 antagonist: antagonists of human GalR3; HEK293 GalR3-CNG cAMP membrane potential fluorescence; galR3 body fused to GalR1 C-terminus; O60755; AID 651719; 360,000 tested, 0.44% active; inhibition, % at 3 µM;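 active means inhibition above the screen-wide average plus 3 SD, cut at about 13% in these data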;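 further: forskolin and galanin both at EC90 stimulate the cells; cAMP rise reported by CNG channel membrane potential dye signal; 0% = forskolin plus galanin with DMSO and 100% = forskolin alone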
Target sequence (O60755 1-299 limits assumed): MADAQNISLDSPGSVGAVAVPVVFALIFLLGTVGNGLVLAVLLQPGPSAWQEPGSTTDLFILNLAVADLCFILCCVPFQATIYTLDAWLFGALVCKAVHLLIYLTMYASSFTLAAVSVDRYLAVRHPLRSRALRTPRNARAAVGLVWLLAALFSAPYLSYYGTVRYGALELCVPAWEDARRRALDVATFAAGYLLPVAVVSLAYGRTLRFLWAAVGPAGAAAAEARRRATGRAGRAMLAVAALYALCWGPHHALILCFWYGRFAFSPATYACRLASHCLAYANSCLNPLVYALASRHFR
* hit, by the source's call.

SMILES | CRFBP-R2 agonist | CRFBP-R2 block | GalR3 antagonist
O=C(NCCc1ccccc1)C(=O)NCC1CCCN1S(=O)(=O)c1ccccc1 (centres undefined) | 0.8 | 19.3 | -5.6
O=C(COc1ccc(F)cc1)NCC1(N2CCCCC2)CCCCC1 | -0.3 | -0.6 | 0.2
COc1cccc(NC(=O)CN(C)C(=O)/C=C/c2cn(-c3ccccc3)nc2-c2ccc(C)cc2)c1 | 2.4 | -13.4 | -3.0
Cc1ccc(CNC(=O)CSc2nc3ccccc3c(=O)n2CC2CCCO2)cc1 (centres undefined) | 1.4 | 0.1 | -0.9
N#Cc1ccc(OCC(=O)OCC(=O)Nc2ccc(N3CCOCC3)cc2)cc1 | -1.1 | 4.3 | -3.0
Cc1ccccc1NC(=O)CCC(=O)N/N=C/c1ccncc1 | -0.9 | 3.9 | -1.0
N=c1c(S(=O)(=O)c2ccccc2)cc2c(=O)n3ccccc3nc2n1Cc1cccnc1 | 3.0 | 1.4 | -3.5
COc1ccc(C)cc1S(=O)(=O)N1CCN(C)CC1c1ccccc1 (centres undefined) | -0.3 | 7.9 | -7.0
CCOC(=O)CC[C@H](NC(=O)Cn1cnc2c(SC)nc(N)nc21)C(=O)OCC | -0.1 | -7.2 | -3.7
COc1cccc(N2CC(NS(=O)(=O)c3cccs3)CC2=O)c1 (centres undefined) | -0.1 | -6.8 | -4.4
COc1ccc(NC(=O)CSc2nc3ccccc3c(=O)n2CCCO)cn1 | 0.3 | -4.2 | -5.6
O=C(O)/C(=C\c1ccccc1)c1ccc2ccccc2c1 | -2.7 | 0.7 | -1.3
O=C(Cn1cnc2c(OCc3ccccc3)ncnc21)NCCc1c[nH]c2ccccc12 | -0.9 | -2.7 | -5.0
Cc1cccc(OC(C)C(=O)Nc2nc(-c3cccnc3)cs2)c1 (centres undefined) | 16.1 | 5.4 | -6.9
O=C(NCc1ccc(F)cc1)C1CCCN1S(=O)(=O)c1ccccc1C(F)(F)F (centres undefined) | 1.9 | -11.2 | -2.4
NC(N)=N/N=C(\N=Nc1ccccc1)c1ccc(Cl)cc1 | 6.0 | -24.1 | 0.3
CCCCc1ccc(NC(=O)CSc2nc(=O)n(CCN(C)C)c3c2CCC3)cc1 | -0.7 | 3.3 | 0.1
CCOCc1c(C(=O)OCC(=O)Nc2ccccc2C(N)=O)oc2ccccc12 | 0.0 | -1.0 | -4.7
CCOc1cc(C)nc(N2CCC(C(=O)NC3CC3)CC2)n1 | 0.3 | -1.6 | -2.4
COc1ccc(/C=C/C(=O)OCC(=O)Nc2ccc3[nH]c(=O)[nH]c3c2)cc1OC | 0.4 | 13.3 | -3.4
CSc1ncccc1C(=O)OCC(=O)NC(C)CCc1ccccc1 (centres undefined) | 0.5 | 19.3 | -6.9
COc1cccc(C2C(C(=O)c3ccco3)=C(O)C(=O)N2CCCN2CCOCC2)c1OC (centres undefined) | 2.7 | 3.0 | -5.0
COCC(C)n1c(SCC(=O)Nc2c(C)n(C)n(-c3ccccc3)c2=O)nc2ccccc2c1=O (centres undefined) | -1.0 | -0.4 | 2.2
Cc1cc(NC(=O)C2CCN(C(=O)c3ccco3)CC2)ccc1Br | -1.3 | -4.6 | 0.0
O=C1c2cccc3c2N(CCC3)C(=O)C1(F)c1ccccc1 (centres undefined) | -1.3 | 3.1 | -8.2
O=C(NCCN1C(=O)S/C(=C\c2ccccc2F)C1=O)C1CC(=O)N(Cc2ccccc2)C1 (centres undefined) | -3.5 | -18.2 | -8.0
Nc1ccc(CCc2ccc(N)cc2)cc1 | -0.2 | -9.7 | -3.6
Cc1ccccc1-c1cc(C(=O)O)n(CC2CC(c3cccnc3)=NO2)n1 (centres undefined) | -2.2 | 2.5 | -2.2
COc1nc(NC2CCCCC2)nc(NC(C)(C)C)n1 | 4.4 | -25.1 | -2.5
CC(=O)N1CCN(C(=O)c2ccc(C)c(S(=O)(=O)N3CCCCC3)c2)CC1 | -3.1 | -2.9 | -3.7

3 entries from above, arranged by formula weight, ascending.
SMILES | CRFBP-R2 agonist | CRFBP-R2 block | GalR3 antagonist
O=C1c2cccc3c2N(CCC3)C(=O)C1(F)c1ccccc1 (centres undefined) | -1.3 | 3.1 | -8.2
CCOc1cc(C)nc(N2CCC(C(=O)NC3CC3)CC2)n1 | 0.3 | -1.6 | -2.4
Cc1ccccc1-c1cc(C(=O)O)n(CC2CC(c3cccnc3)=NO2)n1 (centres undefined) | -2.2 | 2.5 | -2.2

Continuation:
SMILES | CRFBP-R2 agonist | CRFBP-R2 block | GalR3 antagonist
CCc1ccc(CN(C)C(=O)c2cccc(S(=O)(=O)Nc3ccccc3OC)c2)cc1 | 2.1 | -1.6 | -2.2
C[C@H](CO)N1C[C@H](C)[C@@H](CN(C)C(=O)Nc2ccccc2F)Oc2cc(Br)ccc2S1(=O)=O | -0.3 | -5.8 | 0.7
O=C(NCC(c1ccco1)N1CCN(c2ccccc2)CC1)C(=O)NC1CCCCC1 (centres undefined) | -0.8 | 4.3 | -6.1
O=C(COc1ccc(Cl)cc1Cl)Nc1ccccc1F | 3.4 | 125.1* | -1.6
COc1ccc(C(=O)COC(=O)C2COc3ccccc3O2)cc1F (centres undefined) | -0.7 | -4.2 | -3.2
COC(=O)[C@@]12CCCCN1[C@H](c1ccc(-c3ccc(OC)cc3)cc1)[C@@H]1C(=O)N(C)C(=O)[C@@H]12 | -0.5 | -4.0 | -3.5
CCN(C(=O)CSc1nc2ccc(C)cc2[nH]1)C1CCS(=O)(=O)C1 (centres undefined) | 0.1 | 2.5 | -8.0
COc1ccc2oc(C(=O)Nc3nc4ccc(S(C)(=O)=O)cc4s3)c(C)c2c1 | 0.7 | -18.2 | -2.5
Cc1ccc(CN2CC(C(=O)N3CCN(S(=O)(=O)c4c(F)cccc4F)CC3)CC2=O)cc1 (centres undefined) | 1.6 | 12.7 | -1.8
CCN(c1ccccc1)S(=O)(=O)c1cc(NC(=O)C2CC2)ccc1Cl | 0.2 | -2.3 | 2.8
C[C@H](O)Cc1cn(-c2cc3cc(C#Cc4ccsc4)ccc3oc2=O)nn1 | 0.5 | 5.8 | -4.8
CCc1noc(C)c1C(=O)Nc1ccc(-c2nnc3n2CCCCC3)cc1 | -0.7 | 16.3 | -4.6
CN(C(=O)c1cccc(NC(=O)Cc2ccc(NC(=O)C3CCCN(C(=O)CCc4ccccc4)C3)cc2)c1)C1CCCCC1 (centres undefined) | -0.7 | 67.3* | -9.1
O=C(COC(=O)c1cc(S(=O)(=O)N2CCOCC2)ccc1Cl)NCc1ccc2c(c1)OCO2 | -1.1 | 7.1 | -1.8
CC(C)Cn1c(SCC(=O)Nc2cccnc2Cl)nnc1-c1ccco1 | -0.4 | 5.9 | -3.7
COc1cc(N)c(Cl)cc1C(=O)OCC(=O)NC(=O)NCc1ccco1 | -3.6 | -18.8 | 1.5
CCC(=O)N1CCN(c2cc(N3CCCC3)c(F)cc2[N+](=O)[O-])CC1 | -2.7 | 5.9 | -2.5
O=C(COC(=O)/C=C/c1cccc(C(F)(F)F)c1)NCc1cccs1 | 1.1 | -2.8 | -5.5
Cc1ccc(S(=O)(=O)N(C)C[C@H]2OCc3cn(nn3)CCCC(=O)N([C@@H](C)CO)C[C@@H]2C)cc1 | -0.8 | 0.1 | -5.7
N#CC(c1ccc(N)cc1)C(CC(=O)c1ccccc1)c1ccccc1 (centres undefined) | 1.0 | -11.0 | -2.4
C#CCOCCOCCOCCNc1nc(N2CCN(C(=O)Cn3cc(CCCN=C(N)N)nn3)CC2)nc(N2CCN(C(=O)[C@H]([C@@H](C)CC)n3cc(CCCCN)nn3)CC2)n1 | -0.9 | 2.8 | -1.3
C[C@@H]1CN([C@H](C)CO)C(=O)CCCn2nncc2CO[C@H]1CN(C)S(=O)(=O)c1ccccc1F | 7.3 | 4.4 | -3.6
COc1ccc(C(CNC(=O)COc2ccccc2C)N2CCCCC2)cc1 (centres undefined) | 0.8 | -7.9 | -8.1
C[C@]12C(=O)N(c3ccccc3)C(=O)N1[C@H]1c3ccccc3OC[C@@H]1[C@H]2c1ccccc1 | 3.0 | -11.0 | -1.8
C=CC[C@@H](CC(=O)N[C@@H](CO)Cc1ccccc1)C(=O)N[C@H](COC(=O)[C@@H](CC=C)Cc1ccc(F)cc1)C(C)(C)C | -0.6 | 2.0 | -3.8
CC(C)(C)NC(=O)C(c1ccc(-c2ccccc2)cc1)N(C[C@H]1CC[C@@H]([C@@H]2CC[C@H](CO)O2)O1)C(=O)c1ccc2ccccc2c1 (some centres undefined) | 2.6 | 1.3 | -6.0
COC(=O)[C@@]12CCCN1[C@H](c1ccc(-c3ccc(F)cc3)cc1)[C@H]1C(=O)N(C)C(=O)[C@H]12 | -1.5 | 2.8 | -4.9
Oc1cc(Nc2cccnc2)cc2cccnc12 | -3.3 | 15.9 | -2.7
CC(=O)Nc1ccc(C(=O)CN2C(=O)NC3(CCOc4ccccc43)C2=O)c(F)c1 (centres undefined) | 1.4 | -15.4 | -7.5
O=C(CN1C(=O)C2CC=CCC2C1=O)NCC(=O)Nc1ccc(F)c(F)c1 (centres undefined) | -2.2 | -5.8 | -3.5

Compound profiles, as listed above:
Results for `O=C(CN1C(=O)C2CC=CCC2C1=O)NCC(=O)Nc1ccc(F)c(F)c1` (centres undefined) = CRFBP-R2 agonist = -2.2; CRFBP-R2 block = -5.8; GalR3 antagonist = -3.5
Results for `COc1ccc(C(CNC(=O)COc2ccccc2C)N2CCCCC2)cc1` (centres undefined) = CRFBP-R2 agonist = 0.8; CRFBP-R2 block = -7.9; GalR3 antagonist = -8.1
Results for `Cc1ccc(S(=O)(=O)N(C)C[C@H]2OCc3cn(nn3)CCCC(=O)N([C@@H](C)CO)C[C@@H]2C)cc1` = CRFBP-R2 agonist = -0.8; CRFBP-R2 block = 0.1; GalR3 antagonist = -5.7

Going on with the list.
SMILES | CRFBP-R2 agonist | CRFBP-R2 block | GalR3 antagonist
C[C@@H]1O[C@@H](O[C@@H]2C(=O)c3c(O)cc(O)cc3O[C@H]2c2ccc(O)c(O)c2)[C@H](O)[C@H](O)[C@H]1O | -0.8 | 1.4 | -5.9
COc1cccc(OCCNS(=O)(=O)c2ccccc2[N+](=O)[O-])c1 | 0.6 | -5.0 | 0.7
CC(=O)c1ccc(S(=O)(=O)Nc2cccc(-c3ccc(N4CCOCC4)nn3)c2)cc1 | 0.1 | -16.7 | 5.8
COc1cc(CC(=O)OCC(=O)N(C)C2CCCCC2)cc(OC)c1OC | 4.5 | 8.8 | -7.4
Cn1c(C(=O)OCC(=O)NCc2ccc(F)cc2)cc2occc21 | -0.8 | 10.8 | -1.8
O=C(COC(=O)c1cccnc1Cl)NCc1ccc(F)cc1 | -0.1 | 6.2 | -5.6
CC(=O)OCCc1c2ccccc2c(CCCN(C)C)c2ccccc12 | -0.4 | -7.1 | -3.7
Cc1noc(C)c1CCC(=O)Nc1cc(Cl)ccc1C(=O)O | -0.8 | 7.2 | -7.0
CC1CC(C)CN(C(=O)c2cccc(S(=O)(=O)N(C)c3ccccc3)c2)C1 (centres undefined) | 0.5 | -1.8 | -4.5
O=C(CSc1ccc(Cl)cc1)OCC(=O)N1CCN(c2ccccc2)CC1 | -0.5 | 2.5 | -2.5
CCOc1ccc(C(=O)CCC(=O)NN2C(=O)NC3(CCCCC3)C2=O)cc1 | 2.8 | -1.7 | -4.5
CCOc1ccc(CCNC(=O)COC(=O)c2ccc(Br)o2)cc1OCC | 1.3 | 8.6 | -1.8
COc1cc(C(=O)OCC(=O)c2cc(C)n(CC3CCCO3)c2C)ccc1OCC(=O)N1CCOCC1 (centres undefined) | 0.5 | 1.7 | -7.8
Cc1ccccc1CNC(=O)C(=O)NCCC1CCCCN1S(=O)(=O)c1cccs1 (centres undefined) | 3.2 | 1.4 | -2.2
Nc1ccc2c(S(=O)(=O)O)cccc2c1S(=O)(=O)O | 0.7 | 24.1 | -2.9
CCC(=O)c1ccc(OCC(=O)OCC(=O)N2CCc3ccccc3C2)cc1 | -5.0 | -2.3 | -3.7
CN1C(=O)c2ccc(Oc3ccccc3)cc2C1=O | -1.1 | -7.3 | 1.1
C=C(C(=O)Oc1c(C(C)(C)C)cccc1C(C)(C)C)c1ccccc1 | 4.0 | -10.8 | -5.2
COc1ccc(C(=O)N[C@H](C(=O)OCn2nnc3ccccc3c2=O)C(C)C)cc1 | -0.4 | 9.2 | -2.2
COc1ccc([C@H]2CC(=O)C=C(/C=C/c3ccc(Cl)cc3)C2)cc1 | 2.3 | -5.2 | -7.0
O=C(COC(=O)Cc1ccsc1)Nc1cccc(Cl)c1 | 0.0 | 0.3 | -1.7
COc1cccc(NC(=O)C(C)Sc2nnc(C3CC3)n2C2CC2)c1 (centres undefined) | 0.1 | 8.7 | -2.5
N/C(=N\NS(=O)(=O)c1ccc(Cl)cc1)c1ccccn1 | -5.6 | -16.5 | 13.8*
O=C(OCc1cc(Cl)cc2c1OCOC2)c1cccnc1Cl | -3.8 | 10.8 | -4.0
CC(C)(c1cc(Cl)c(O)c(CN2CCOCC2)c1)c1cc(Cl)c(O)c(CN2CCOCC2)c1 | 2.8 | 21.6 | -1.0
O=C(Cc1c(F)cccc1Cl)NNC(=O)c1ccco1 | -0.5 | -0.3 | -0.5
COc1ccc(NC(=O)COC(=O)c2ccc(OC)c(S(=O)(=O)N3CCCC3)c2)cc1OC | -1.1 | 4.9 | -4.5
[O-][n+]1c2ccccc2c2n1CCN=C2c1ccc(Cl)cc1 | -0.8 | -3.6 | -1.9
CCOC(=O)C1=C(COC(=O)CSc2ccc(Br)cc2)NC(=O)NC1C (centres undefined) | -0.5 | -1.0 | -1.9
COc1ccc(Cl)cc1C(=O)NNC(=O)CNC(=O)c1ccc(C)s1 | -2.5 | -5.0 | -5.2
COc1ccc(C(=O)OCc2c(-c3ccccc3)ncc3ccccc23)cc1 | 2.8 | -0.1 | -5.3
Cc1ccccc1-c1cc(C(=O)O)nn1CC1CC(c2cccc([N+](=O)[O-])c2)=NO1 (centres undefined) | -1.8 | -5.6 | 18.3*

The list is partial; the hit share may differ from the screen's.
